NALP3 yeast inh – NALP3 inflammasome inhibitors in reconstituted yeast, primary screen, luminescence, uHTS; inhibition, % at 10 µM; 330,000 tested, 0.39% active; AID 2825, 2010; Yeast reconstituted NLRP3/ASC/caspase-1, beta-gal luminescence, 24 h;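 active = inhibition of 50% or more; inactive = inhibition below 50%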;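 also: plate controls were induced DMSO wells for no effect and uninduced yeast grown without galactose for full effect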
tim10-1 inh – growth inhibitors of tim10-1 mutant yeast, primary screen, luminescence, uHTS; S. cerevisiae tim10-1 ts strain growth, BacTiter-Glo, 24 h; inhibition, % at 20 µM; 330,000 tested, 2.2% active; AID 463190, 2010;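 active = inhibition of at least 40%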;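 also: mutant grown at 25 °C; 0% = DMSO wells with yeast and 100% = wells holding no yeast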
MIN6 prolif – inducers of MIN6 beta-cell proliferation, primary screen, ATP luminescence, uHTS. proliferation, % at 10 µM. MIN6 cells proliferation, ATPlite luminescence, 48 h; cells starved in 0.2% serum; 100% = growth in 10% serum. 330,000 tested, 0.29% active. AID 2380, 2010;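 active = compounds whose signal lies at least 3.5 SD above the mean of all wells on their plate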;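 also: 0% = DMSO-treated cells in low-serum medium and 100% = 10% serum control; some compounds called inactive have numbers as strong as hits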
A3A deaminase – APOBEC3A ssDNA deaminase inhibitors, primary screen, selectivity assay for APOBEC3G inhibitor project, biochemical, FAM/TAMRA oligo cleavage fluorescence | DNA dC->dU-editing enzyme APOBEC-3A (Homo sapiens), P31941 | recombinant A3A, FAM/TAMRA ssDNA deamination fluorescence | inhibition, % at 20 µM | 330,000 tested, 0.41% active | AID 493011, 2011;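 active = at least 40% inhibition at 20 µM here, with at most 30% in a related deaminase screen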;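 also: plate controls were A3A with DMSO for no effect and wells lacking A3A enzyme for full effect; some results filed as inactive read as strong as hits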
Target sequence (P31941 whole entry, looked up): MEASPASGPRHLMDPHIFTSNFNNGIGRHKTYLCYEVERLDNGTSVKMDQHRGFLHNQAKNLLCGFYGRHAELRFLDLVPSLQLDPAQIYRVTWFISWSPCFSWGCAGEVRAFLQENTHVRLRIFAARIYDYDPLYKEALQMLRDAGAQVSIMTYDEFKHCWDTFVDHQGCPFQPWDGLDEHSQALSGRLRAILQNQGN
mIAP block – inhibitors of mouse IAP, primary screen, biochemical, luminescence, uHTS. AID 2806, 2010. 330,000 tested, 0.2% active. inhibition, % at 10 µM. intestinal alkaline phosphatase [Mus musculus]. purified mouse IAP, CDP-Star luminescence, 30 min;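 active = inhibition of at least 40% at 10 µM in the primary screen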;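 also: plate controls were DMSO with enzyme for no effect and no enzyme wells for full effect; values of inactives mirror those of a sister screen read the other way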
mIAP activ – activators of mouse IAP, primary screen, biochemical, luminescence, uHTS | intestinal alkaline phosphatase [Mus musculus] | muIAP, CDP-Star luminescence, 30 min; stronger effect = higher value; 1 = vehicle-only enzyme signal, 0 = enzyme-free wells | activation factor at 10 µM | 330,000 tested, 0.24% active | AID 2805, 2010;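 active = activation factor of at least 2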; also: the source names both 10 and 20 µM as test concentration; values of inactives mirror those of a sister screen read the other way
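Assay system: mouse IAP enzyme / Compound: DMSO-dissolved test compounds / Timing: 30 min, room temperature / Measured by: luminescence from enzymatic CDP-Star hydrolysis / Control set: DMSO-only wells, enzyme-free buffer wells as negative control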
APOBEC3G inh – APOBEC3G DNA deaminase inhibitors, primary screen, biochemical, fluorescence, single-stranded DNA substrate, uHTS. DNA dC->dU-editing enzyme APOBEC-3G (Homo sapiens), Q9HC16. recombinant A3G, ssDNA deamination FAM/TAMRA fluorescence. inhibition, % at 20 µM. 330,000 tested, 0.28% active;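 active = inhibition of at least 40% at 20 µM, with no more than 30% in the related APOBEC3A deaminase screen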;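 also: plate controls were DMSO wells with A3G for no effect and wells lacking A3G enzyme for full effect; some compounds called inactive have numbers as strong as hits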
Target sequence (Q9HC16 whole entry, looked up): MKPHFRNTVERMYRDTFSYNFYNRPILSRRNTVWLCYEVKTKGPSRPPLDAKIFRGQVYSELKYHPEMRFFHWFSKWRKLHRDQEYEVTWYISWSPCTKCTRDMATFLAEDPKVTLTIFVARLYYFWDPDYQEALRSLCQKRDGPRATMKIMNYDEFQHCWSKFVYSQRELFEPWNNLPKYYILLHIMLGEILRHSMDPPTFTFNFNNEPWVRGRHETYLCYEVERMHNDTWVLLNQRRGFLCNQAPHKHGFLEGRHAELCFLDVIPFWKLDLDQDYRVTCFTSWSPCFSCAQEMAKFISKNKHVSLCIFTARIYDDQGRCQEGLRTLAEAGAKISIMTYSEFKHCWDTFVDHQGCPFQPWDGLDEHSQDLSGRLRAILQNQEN
TIM10 inh – growth inhibitors of isogenic TIM10 control yeast, primary screen, counter-screen for tim10-1 yeast inhibitor project, luminescence, uHTS; S. cerevisiae TIM10 strain growth, BacTiter-Glo luminescence, 24 h; inhibition, % at 10 µM; 330,000 tested, 1.4% active; AID 463195, 2010;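 active = inhibition of 40% or more at the single tested concentration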;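 also: wild-type TIM10 isogenic control strain grown at permissive 25 °C; 0% = DMSO yeast wells and 100% = minimal medium wells without yeast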
hIAP block – human IAP inhibitors, primary screen, biochemical, luminescence, uHTS; Intestinal-type alkaline phosphatase (Homo sapiens), P09923; purified IAP, CDP-Star luminescence, 30 min; inhibition, % at 10 µM; 330,000 tested, 0.12% active; AID 2544, 2010;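 active = inhibition reaching a set limit with compound at 10 µM in the primary screen, cut at about 35% in these data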;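 also: plate controls were DMSO wells with enzyme for no effect and no-enzyme buffer wells for full effect; values of inactives mirror those of a sister screen read the other way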
An asterisk follows results filed as active.

The opening 8 entries, to show the layout:
1: CC(=O)N1N=C(c2cccc(NS(C)(=O)=O)c2)CC1c1cccs1 (stereo not drawn)
2: CCc1ccc(-c2ccc(C(=O)C(F)(F)F)[nH]2)cc1
3: C=C(Cl)COc1ccc2c(C)cc(=O)oc2c1
4: CCc1nnc(N/N=C/c2cccs2)n1N
5: COc1cc2c(cc1OC)C(c1ccc(Br)cc1)N(C(=O)c1ccccc1C(=O)O)CC2 (stereo not drawn)
6: CCOC(=O)c1c(C)nc2c(c1-c1ccccc1)C(=O)CCC2
7: CSc1ccccc1NC(=O)CSc1nnc(CNC(=O)c2ccccc2F)n1C
8: CC1CCCCN1S(=O)(=O)c1ccc(-n2cnnn2)cc1 (stereo not drawn)

entry no.	1	2	3	4	5	6	7	8
NALP3 yeast inh	4	-6	29	6	25	13	7	-2
tim10-1 inh	-13	13	3	-11	-5	1	6	-2
MIN6 prolif	1	-3	-1	-2	-4	3	0	-1
A3A deaminase	1	-3	-1	0	-5	-5	1	-4
mIAP block	-3	14	12	-2	4	1	-1	0
mIAP activ	1	0.86	0.88	1	0.96	0.99	1	1
APOBEC3G inh	-7	-7	-1	-7	-7	-6	-3	-10
TIM10 inh	-3	31	-9	6	6	-8	1	-3
hIAP block	6	-6	9	-2	21	5	0	-2

Results, from the start:
1: CC(=O)N1N=C(c2cccc(NS(C)(=O)=O)c2)CC1c1cccs1 (stereo not drawn)
2: CCc1ccc(-c2ccc(C(=O)C(F)(F)F)[nH]2)cc1
3: C=C(Cl)COc1ccc2c(C)cc(=O)oc2c1
4: CCc1nnc(N/N=C/c2cccs2)n1N
5: COc1cc2c(cc1OC)C(c1ccc(Br)cc1)N(C(=O)c1ccccc1C(=O)O)CC2 (stereo not drawn)
6: CCOC(=O)c1c(C)nc2c(c1-c1ccccc1)C(=O)CCC2

entry no.	1	2	3	4	5	6
NALP3 yeast inh	4	-6	29	6	25	13
tim10-1 inh	-13	13	3	-11	-5	1
MIN6 prolif	1	-3	-1	-2	-4	3
A3A deaminase	1	-3	-1	0	-5	-5
mIAP block	-3	14	12	-2	4	1
mIAP activ	1	0.86	0.88	1	0.96	0.99
APOBEC3G inh	-7	-7	-1	-7	-7	-6
TIM10 inh	-3	31	-9	6	6	-8
hIAP block	6	-6	9	-2	21	5

7: CSc1ccccc1NC(=O)CSc1nnc(CNC(=O)c2ccccc2F)n1C
8: CC1CCCCN1S(=O)(=O)c1ccc(-n2cnnn2)cc1 (stereo not drawn)
9: CSc1nsc(SCC(=O)Nc2ccccn2)n1
10: Cc1c(C(=O)Nc2ccc(S(=O)(=O)N(C)C3CCN(C)CC3)cc2)oc2ccccc12
11: COc1ccc(NC(=O)C2CCN(S(=O)(=O)c3cn(C)nc3C)CC2)cc1
12: CN(NC(=O)c1ccco1)c1nc2ccccc2nc1C(F)(F)F

entry no.	7	8	9	10	11	12
NALP3 yeast inh	7	-2	2	9	-3	22
tim10-1 inh	6	-2	22	16	-7	-1
MIN6 prolif	0	-1	-3	-8	3	-2
A3A deaminase	1	-4	1	1	2	1
mIAP block	-1	0	21	18	4	6
mIAP activ	1	1	0.79	0.82	0.96	0.94
APOBEC3G inh	-3	-10	-3	-5	2	-3
TIM10 inh	1	-3	11	7	3	-13
hIAP block	0	-2	8	20	-7	-7

13: CCCCN1C2CCCC1CC(NC(=O)c1cccc(Cl)c1)C2 (stereo not drawn)
14: CNC(=O)c1ccc(NC(=O)CCNC(=O)Nc2ccccc2)cc1
15: Cc1ccc(C)n1-c1ccncc1
16: COc1ccc2c(COC(=O)c3n[nH]c4ccccc34)cc(=O)oc2c1
17: COc1ccc(Cn2cc(C(=O)c3ccccc3)c(=O)c3cc(OC)ccc32)cc1
18: O=c1oc2ccccc2c2c1nc(C(F)(F)F)n2-c1ccccc1

entry no.	13	14	15	16	17	18
NALP3 yeast inh	2	-19	-4	6	15	8
tim10-1 inh	0	-1	-4	11	22	-2
MIN6 prolif	-1	3	-3	0	-1	3
A3A deaminase	-2	18	1	2	-23	0
mIAP block	1	6	-7	3	4	2
mIAP activ	0.99	0.94	1.1	0.97	0.95	0.98
APOBEC3G inh	-1	-6	1	-6	-4	1
TIM10 inh	-8	-6	-8	10	4	13
hIAP block	-38	8	-14	6	19	-13

19: CCOC(=O)CSc1nnc(CNC(=O)c2cccc(C)c2)n1-c1ccccc1OC
20: CCOC(=O)C1CCCN(C(=O)Cn2sc3nc(C)cc(C)c3c2=O)C1 (stereo not drawn)
21: CC(NC(=O)COC(=O)c1cc(Cl)ccc1O)C1CC2CCC1C2 (stereo not drawn)
22: CCOC(=O)c1c(NC(=O)c2cc(C)on2)c2cc([N+](=O)[O-])ccc2n1C
23: CCn1c(CNC(=O)COc2ccc(C(C)C)cc2)nnc1SCC(=O)Nc1ccccc1C(C)C
24: O=C(CNC(=O)c1cnccn1)Nc1ccc(F)c(F)c1F

entry no.	19	20	21	22	23	24
NALP3 yeast inh	10	-6	-3	1	14	-4
tim10-1 inh	10	41*	23	-5	20	10
MIN6 prolif	0	-6	-8	-1	-3	-5
A3A deaminase	-2	-5	-6	-6	0	-2
mIAP block	-1	-8	2	5	-16	6
mIAP activ	1	1.1	0.98	0.95	1.2	0.94
APOBEC3G inh	-9	50*	-8	-14	-4	-3
TIM10 inh	9	3	23	1	9	-9
hIAP block	-2	0	13	16	-7	3

25: Cc1cc(=S)n(-c2ccccc2)n1C
26: Cc1ccc(-c2csc3ncn(/N=C/N(C)C)c(=O)c23)o1
27: COC(=O)c1nn(-c2cccc(C(F)(F)F)c2)c(=O)cc1Sc1ccccn1
28: O=[N+]([O-])c1cc2c(cc1/C=N\NS(=O)(=O)c1ccccc1)OCO2
29: Clc1ccc(Oc2cnns2)c(Cl)c1
30: Cc1nc2sc(C(c3ccccc3)N3CC(C)OC(C)C3)c(O)n2n1 (stereo not drawn)

entry no.	25	26	27	28	29	30
NALP3 yeast inh	9	10	5	8	-27	6
tim10-1 inh	-11	0	31	21	3	23
MIN6 prolif	0	4	-3	-1	-2	1
A3A deaminase	-2	-2	-1	-1	0	1
mIAP block	-5	10	-4	-2	2	2
mIAP activ	1.1	0.9	1	1	0.98	0.98
APOBEC3G inh	-6	2	-7	-3	0	2
TIM10 inh	6	0	-12	20	3	-29
hIAP block	-24	3	-22	1	-3	-25

31: COc1ccc(OC)c(NC(=O)CSc2nnc(-c3ccco3)n2-c2ccccc2)c1
32: O=C(c1cnn2c(C(F)(F)F)cc(-c3ccco3)nc12)N1CCc2ccccc2C1
33: CN1CCN(c2ccc(NC(=O)COc3ccccc3)cc2Cl)CC1
34: CCC(=O)N1CCc2cc(S(=O)(=O)CCC(=O)N3CCN(c4ccc(C(C)=O)cc4)CC3)ccc21
35: CCOCc1nnc(NC(=O)CCS(=O)(=O)Cc2ccccc2)s1
36: CC(C)N1CCN(Cc2ccc(Oc3ncccn3)cc2)CC1CCO (stereo not drawn)

entry no.	31	32	33	34	35	36
NALP3 yeast inh	8	27	11	9	9	-12
tim10-1 inh	0	-2	-20	15	10	-6
MIN6 prolif	0	-4	-3	11	4	-1
A3A deaminase	-2	2	-1	-6	-3	3
mIAP block	-2	13	-1	5	-3	5
mIAP activ	1	0.87	1	0.95	1	0.95
APOBEC3G inh	-2	16	-3	-8	3	-4
TIM10 inh	-6	0	-9	-7	-10	-24
hIAP block	-1	2	-13	8	-9	-4

37: C=CCn1c(N2C(=O)CC(Cc3ccccc3)C2=O)nc2ccccc21 (stereo not drawn)
38: Cc1cc(C)n2nc(C(=O)N/N=C/c3cccc(Cl)c3)nc2n1
39: Cc1ccc(S(=O)(=O)N2CCN(C(=O)CCC(=O)NC3CCCc4ccccc43)CC2)cc1 (stereo not drawn)
40: CCCCN1C(=N)N([C@@H](C)CN2CCC[C@H]2CN2C(N)=NC[C@H]2C(C)C)C[C@H]1[C@H](C)CC
41: CCOc1ccc(N2CC(C(=O)NCc3ccc4c(c3)OCO4)CC2=O)cc1 (stereo not drawn)
42: CC(NC(=O)Nc1ccc2c(c1)OCO2)c1ccncc1 (stereo not drawn)

entry no.	37	38	39	40	41	42
NALP3 yeast inh	4	20	8	6	12	21
tim10-1 inh	24	-8	4	-4	-3	12
MIN6 prolif	-3	0	-2	-3	-5	3
A3A deaminase	-1	-3	-2	-1	-3	-2
mIAP block	15	6	-4	-11	-2	-2
mIAP activ	0.85	0.94	1	1.1	1	1
APOBEC3G inh	-6	-9	-11	1	-8	-7
TIM10 inh	4	-12	5	7	15	-9
hIAP block	-26	-30	9	2	2	-26

43: Cc1nnc(SCC(=O)Nc2cccc(S(N)(=O)=O)c2)n1-c1ccccc1
44: O=C(NC(=S)/C(=C1\CCCCCN1)[N+](=O)[O-])c1ccccc1
45: CN(C)S(=O)(=O)c1ccc(NC(=O)N2CCN(c3ccccc3)CC2)cc1
46: Cn1c(=O)c2c(=O)cc(NNC(=O)CC#N)[nH]c2n(C)c1=O

entry no.	43	44	45	46
NALP3 yeast inh	18	59*	12	3
tim10-1 inh	12	-15	1	-9
MIN6 prolif	-2	-5	0	0
A3A deaminase	-1	-4	1	0
mIAP block	6	11	0	-1
mIAP activ	0.94	0.89	1	1
APOBEC3G inh	-5	-5	-3	-2
TIM10 inh	7	-9	-5	-2
hIAP block	5	6	14	1

Compound activity: PubChem, Sanford-Burnham Center for Chemical Genomics
